Screening data deposited in PubChem by Broad Institute.
PAX8 inh HTS: inhibitors of PAX8-driven TPO luciferase reporter, primary screen, RMG-I cells, single concentration. SteadyGlo, 24 h. inhibition, % at 12.6 µM. actives 1.2% (n = 360,000). AID 652154, 2013;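 active = mean replicate inhibition at least 60% with every replicate also reaching 60%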;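 note: luciferase light reporting Pax8 driven TPO promoter activity; plate controls were median of neutral control wells for no effect and mitoxantrone controls for full effect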
EWS-Fli inh: EWS/Fli-driven NR0B1 reporter inhibitors, primary screen, A673 cells, NR0B1 luciferase, luminescence, MLPCN library; viability-normalised; inhibition, % at 12.6 µM; actives 0.67% (n = 350,000);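 active = mean inhibition of at least 50% after viability correction, with every replicate also passing that limit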;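 note: firefly luciferase signal divided by Alamar Blue viability fluorescence both relative to DMSO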
LGR2 inh: inhibitors of bursicon-induced LGR2 CRE-luciferase signal, primary screen, cell-based, HEK293, CRE-luciferase reporter, bursicon stimulation. Drosophila bursicon receptor LGR2 (rickets). bursicon-stimulated, 4 h. inhibition, % at 9.99 µM. actives 0.35% (n = 380,000);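 active = drop in luminescence signal, shown as inhibition above about 50% in the replicate tests, limit read from the data, passing the limit was not always enough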;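 note: agonist challenge used bursicon conditioned medium at about half maximal strength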
ARNT TACC3 PPI: disruptors of ARNT/TACC3 protein interaction, primary screen, biochemical, AlphaScreen, single concentration. Transforming acidic coiled-coil-containing protein 3 (Homo sapiens), Q9Y6A5. AlphaScreen His-ARNT PAS-B/GST-TACC3 binding, luminescence; TACC3 fragment carries E629A point mutation. inhibition, % at 9.99 µM. actives 0.66% (n = 390,000). AID 623870, 2012;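 active = mean inhibition of replicates at least 50% and at least half of replicates each reaching 50%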;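 note: 0% = complete ARNT plus TACC3 wells and 100% = ARNT alone without TACC3; many hits fall short of the cut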
Starred values were filed as active, the others as inactive; . = no result given. Not all compounds are listed; rates above refer to the full screens.

Values run as follows: PAX8 inh HTS	EWS-Fli inh	ARNT TACC3 PPI	LGR2 inh
> O=C(c1cccs1)N1CCC(c2nc3c(nnn3Cc3ccccc3)c(=O)[nH]2)CC1
    .	.	.	13
> N#CC1=C(N)N(c2ccccc2Sc2ccccc2)C(=O)C1
    .	.	.	7
> Cc1cccc(NC(=O)CSc2nc3ccc(NC(=O)CSc4nnnn4-c4ccccc4)cc3s2)c1C
    .	.	.	26
> COc1ccc(C2NC3=C(CCC3)C3(C#N)C4(N=C(N)C23C#N)OCCO4)cc1 (stereo unspecified)
    .	.	.	-23
> C[C@@H]1CN([C@@H](C)CO)C(=O)c2cc(NC(=O)Nc3ccccc3)ccc2O[C@@H](C)CCCCO[C@H]1CN(C)S(=O)(=O)c1ccccc1
    .	.	.	5
> CCS(=O)(=O)c1ccc(O)c(N2C(=O)C3C4C=CC(C4)C3C2=O)c1 (stereo unspecified)
    .	.	.	3
> Cc1cccc(NC(=S)NN2CCOCC2)c1C
    .	.	.	-28
> CN1CCN(C(=O)/C(=C\c2cccs2)NC(=O)c2cccs2)CC1
    .	.	.	-3
> CC1CCc2cc(F)cc3c(O)c(C(=O)NCc4ccco4)c(=O)n1c23 (stereo unspecified)
    .	.	.	15
> Cc1ccc(C)c(NC(=O)CN(C)S(=O)(=O)c2ccc(F)cc2)c1
    .	.	.	-16
> O=C(C[C@@H]1C=C[C@H](NC(=O)c2cccnc2)[C@H](CO)O1)NCCN1CCCCC1
    .	.	.	23
> O=C(Cc1cccs1)Nc1nc(-c2ccc(F)cc2F)cs1
    .	.	.	-15
> Cn1c(=N)n(CC(O)c2ccco2)c2ccccc21 (stereo unspecified)
    .	.	.	5
> COc1ccc(CNC(=O)Cc2csc(Nc3nc(=S)[nH]c4ccccc34)n2)cc1
    .	.	.	-11
> O=C(NCc1cccc(C(F)(F)F)c1)c1cc(Cl)cc(Cl)c1
    .	.	.	4
> CC(C)(C)c1ccc(CNc2ccc([N+](=O)[O-])cn2)cc1
    .	.	.	-73
> C[C@@H]1CCCCO[C@@H](CN(C)C(=O)CCCN(C)C)[C@@H](C)CN([C@@H](C)CO)C(=O)c2cc(NS(=O)(=O)c3cccs3)ccc2O1
    .	.	.	22
> Cc1cc(C)cc(NC(=O)C2CCN(c3nccs3)CC2)c1
    .	.	.	-2
> NC(=O)COc1ccc(NC(=O)OCc2ccccc2)cc1
    .	.	.	-13
> CC(C)(C)OC(=O)N/N=C/c1cc(N=Nc2ccccc2)ccc1O
    .	.	.	-5
> C[C@@H]1CCCCO[C@H](CN(C)C(=O)Nc2ccccc2)[C@H](C)CN([C@H](C)CO)C(=O)c2cc(NC(=O)Nc3ccc(C(F)(F)F)cc3)ccc2O1
    .	.	.	29
> O=C1[C@@H]2[C@H](C(=O)N1O)[C@H]1C=C[C@@H]2C1
    .	.	.	8
> COc1cccc(C(=O)O/N=C(\N)c2ccncc2)c1OC
    .	.	.	-35
> CCSc1nnc(-c2ccc(Cl)cc2Cl)o1
    .	.	.	-16
> Cc1ccccc1N1CCN(C(=O)c2ccccc2NC(=O)C2CC=CCC2C(=O)O)CC1 (stereo unspecified)
    .	.	.	8
> CC(C)NC(=O)N(C)C[C@H]1OCCCC[C@H](C)Oc2ccc(NC(=O)Nc3cccc4ccccc34)cc2C(=O)N([C@H](C)CO)C[C@H]1C
    .	.	.	10
> CC(=O)c1cc(-c2ccccc2)n(CC(=O)N2CCCCC2)c1C
    .	.	.	5
> COc1ccccc1OC(=O)C1CC(=O)N(c2ccc(Cl)cc2)C1 (stereo unspecified)
    .	.	.	10
> O=c1[nH]cnc2sc3c(c12)CCN(Cc1ccccc1)C3
    .	.	.	8
> Cc1ccc(S(=O)(=O)N(C)C[C@H]2Oc3c(NC(=O)c4cc(C)nn4C)cccc3C(=O)N([C@H](C)CO)C[C@@H]2C)cc1
    .	.	.	11

The listing continues:
Values run as follows: PAX8 inh HTS	EWS-Fli inh	ARNT TACC3 PPI	LGR2 inh
> C[C@@H]1CCCCO[C@H](CN(C)CC2CCCCC2)[C@@H](C)CN([C@H](C)CO)C(=O)c2cc(NC(=O)CCCCCC(=O)Nc3ccccc3N)ccc2O1
    .	.	.	8
> CCOc1ccc(C(=O)N2CCC(C(=O)c3ccc4c(c3)OCCO4)CC2)cc1
    .	.	.	16
> COc1ccc(-c2nc(N)ncc2-c2csc(C)n2)c(O)c1
    .	.	.	-10
> C[C@@H]1CN([C@H](C)CO)C(=O)c2cccc(NC(=O)CCCCCC(=O)Nc3ccccc3N)c2O[C@@H]1CN(C)CC1CCCCC1
    .	.	.	-17
> O=CN1CCN(C(=O)CN2C(=O)c3ccccc3C2=O)CC1
    .	.	.	3
> COc1ccc(C2C(C(=O)NCCN3CCOCC3)c3ccccc3C(=O)N2C2CCCCC2)cc1 (stereo unspecified)
    .	.	.	-9
> Cc1cccc(OCCCC(=O)NC(C)c2ccccc2)c1 (stereo unspecified)
    .	.	.	-11
> CCOC(=O)c1ccccc1NC(=O)Cn1cnc2c(cnn2-c2ccc(OC)cc2)c1=O
    .	.	.	6
> CCN(CC)S(=O)(=O)c1ccc(N2CCOCC2)c(NC(=O)c2c3c(nc4ccccc24)CCC3)c1
    .	.	.	14
> COc1nc(N(C)C)nc(-n2nnc(C(C)=O)c2C)n1
    .	.	.	-17
> O=S(=O)(NCc1cccnc1)c1cccs1
    .	.	.	2
> CCn1c(C)nc2cc(S(=O)(=O)C(F)(F)F)ccc21
    .	.	.	10
> COc1ccc(S(=O)(=O)N(C)C[C@H]2Oc3c(NC(=O)NC4CCCCC4)cccc3C(=O)N([C@@H](C)CO)C[C@@H]2C)cc1
    .	.	.	10
> COc1ccccc1N1CCN(C(=O)c2cc(-c3ccc(Cl)cc3)on2)CC1
    .	.	.	15
> Cc1ccc(S(=O)(=O)N[C@H](C(=O)N2CCC3(O)CCCCC3C2)c2ccccc2)cc1 (stereo partly specified)
    .	.	.	4
> O=C(C[C@@H]1CC[C@@H](NC(=O)Nc2ccc3c(c2)OCO3)[C@@H](CO)O1)NCCCN1CCOCC1
    .	.	.	8
> Cc1ccc(C2C(C#N)=C(N)Oc3c2c(=O)n(C)c(=O)n3C)cc1 (stereo unspecified)
    .	.	.	6
> CCCC(=O)Nc1ccc(S(=O)(=O)Nc2cc(C)nc(C)n2)cc1
    .	.	.	-5
> c1ccc(-n2nnnc2-n2ccnc2)cc1
    .	.	.	-1
> O=C(c1ccc(S(=O)(=O)N2CCOCC2)cc1)N1CCc2ccccc2C1
    .	.	.	13
> Cc1oc2cc3oc(=O)c(CC(=O)N[C@@H](C)C(=O)NC(Cc4ccc(Cl)cc4)C(=O)O)c(C)c3cc2c1C (stereo partly specified)
    .	-9	-1	.
> COc1cccc(C(N)=O)c1
    .	-1	-6	.
> Cc1ccc(S(=O)(=O)NCCC(=O)N2CCN(c3ccccc3)CC2)cc1C
    .	10	-7	.
> O=S(=O)(Nc1cccc(S(=O)(=O)N2CCCCC2)c1)c1ccc(Cl)s1
    .	-4	-2	.
> CCCCSc1nc(O)c(Cc2ccccc2)c(=O)[nH]1
    -12	.	1	.
> O=c1[nH]c(=S)[nH]nc1Cc1ccccc1
    -18	.	0	.
> COC(=O)c1sccc1NC(=O)c1sccc1C
    2	.	-2	.
> Cc1cccc(C)c1NC(=O)N1CCC(n2cnc3ccccc32)CC1
    0	.	-3	.
> Cc1ccc(-n2ncc3c(N4CCCC4)ncnc32)c(C)c1
    -109	.	-2	.
> Cc1cc(Oc2ccc(-c3ccccc3)cc2)n2ncnc2n1
    -17	.	-7	.

(more compounds)
Values run as follows: PAX8 inh HTS	EWS-Fli inh	ARNT TACC3 PPI	LGR2 inh
> CCNC(=O)N1C(=O)C2(OCCO2)c2cc(Br)ccc21
    -1	.	-7	.
> O=S(=O)(c1ccc2c(c1)OCCO2)N1CCC(O)(c2ccc(Cl)cc2)CC1
    -10	.	-6	.
> Cc1cc(C)cc(-n2c(C)cc(C=C(C#N)C#N)c2C)c1
    -11	.	-3	.
> CCn1c(SCC(=O)Nc2nccs2)nnc1-c1ccc(S(=O)(=O)N2CCCCC2)cc1
    -2	.	1	.
> O=C(Cc1ccccc1)Nc1ccccc1CO
    -6	.	-4	.
> Cc1cc(N2C(=O)C3C4c5ccccc5C(c5ccccc54)C3C2=O)no1 (stereo unspecified)
    17	.	-4	.
> COc1ccc(NC(=O)CNS(=O)(=O)c2cccs2)cc1
    -26	.	-3	.
> Cc1[nH]n(-c2ccccc2)c(=S)c1C=Nc1cccc([N+](=O)[O-])c1
    -11	.	0	.
> CNC(=O)CN(c1cc(C)ccc1OC)S(=O)(=O)c1ccc(C)cc1
    -1	.	15	.
> O=C(Cc1c(C(=O)O)[nH]c2ccccc12)Nc1ccc2c(c1)OCO2
    -16	.	-2	.
> COC(=O)c1sccc1NC(=O)c1ccc(C)o1
    -11	.	-2	.
> O=C(Nc1ccccc1N1CCN(C(=O)c2ccc(Cl)cc2)CC1)c1cccnc1
    14	.	1	.
> COC(=O)CNC(=O)c1ccc(C)s1
    -2	.	6	.
> CN1CCC(C2(O)c3ccccc3CSc3sccc32)CC1 (stereo unspecified)
    5	.	2	.
> Cc1ccc(C2C3=C(CCCC3=O)Nc3nc(SCC(=O)NCc4ccco4)[nH]c(=O)c32)cc1 (stereo unspecified)
    -21	.	-3	.
> CCOc1cc(/C=N\NC(=O)c2ccc(NC(=O)C(C)(C)C)cc2)ccc1OC(=O)c1ccc(OC)cc1
    8	.	4	.
> O=C1C2C3CC(C(Br)C3Br)C2C(=O)N1c1ccccn1 (stereo unspecified)
    14	.	-5	.
> COc1ccc2nc(NC(=O)Cn3cnc4c(=O)n(C)c(=O)n(C)c43)sc2c1
    -3	.	18	.
> Cc1ccc(S(=O)(=O)n2ccc3cccnc32)cc1
    18	.	-8	.
> Cc1n[nH]c(C)c1CCc1nc2c3ccccc3nc(SCC(N)=O)n2n1
    12	.	16	.
> CCc1ccccc1NC(=O)c1cccs1
    -12	.	-5	.
> c1ccc(-n2nnnc2SCc2cccc3nsnc23)cc1
    -3	.	-1	.
> Cc1ccc(CNCc2cccnc2)cc1
    -6	.	2	.
> CCCCn1c(=N)n(CC(O)COc2cccc(C)c2)c2ccccc21 (stereo unspecified)
    -11	.	-33	.
> Cc1ccc(C(=O)NCCc2nnc(SCC(=O)Nc3nc(-c4ccccc4)cs3)n2C)cc1
    -6	.	-7	.
> O=C1CCc2cc(S(=O)(=O)NCCC(=O)NC3CCN(Cc4ccccc4)CC3)ccc2N1
    -14	.	0	.
> Cc1cc(N2CCN(c3ccccc3Cl)CC2)n2cc(-c3ccccc3)nc2n1
    31	.	-4	.
> O=C(CSc1nnc(-c2cccnc2)n1Cc1ccco1)Nc1nc(-c2ccc(F)cc2)cs1
    24	.	0	.
> Cc1nc2ccccn2c1C(=O)Nc1ccc2c(c1)OCCO2
    -56	.	2	.
> CCOC(=O)CSc1nc(N)c2c3c(sc2n1)CCCC3
    -14	.	-1	.

Among those listed so far, 11 have an aryl thioether with sulfur outside any ring:
Values run as follows: PAX8 inh HTS	EWS-Fli inh	ARNT TACC3 PPI	LGR2 inh
> N#CC1=C(N)N(c2ccccc2Sc2ccccc2)C(=O)C1
    .	.	.	7
> Cc1cccc(NC(=O)CSc2nc3ccc(NC(=O)CSc4nnnn4-c4ccccc4)cc3s2)c1C
    .	.	.	26
> CCSc1nnc(-c2ccc(Cl)cc2Cl)o1
    .	.	.	-16
> CCCCSc1nc(O)c(Cc2ccccc2)c(=O)[nH]1
    -12	.	1	.
> CCn1c(SCC(=O)Nc2nccs2)nnc1-c1ccc(S(=O)(=O)N2CCCCC2)cc1
    -2	.	1	.
> Cc1ccc(C2C3=C(CCCC3=O)Nc3nc(SCC(=O)NCc4ccco4)[nH]c(=O)c32)cc1 (stereo unspecified)
    -21	.	-3	.
> Cc1n[nH]c(C)c1CCc1nc2c3ccccc3nc(SCC(N)=O)n2n1
    12	.	16	.
> c1ccc(-n2nnnc2SCc2cccc3nsnc23)cc1
    -3	.	-1	.
> Cc1ccc(C(=O)NCCc2nnc(SCC(=O)Nc3nc(-c4ccccc4)cs3)n2C)cc1
    -6	.	-7	.
> O=C(CSc1nnc(-c2cccnc2)n1Cc1ccco1)Nc1nc(-c2ccc(F)cc2)cs1
    24	.	0	.
> CCOC(=O)CSc1nc(N)c2c3c(sc2n1)CCCC3
    -14	.	-1	.
